# Bioassay records: PubChem, several laboratories
# Diaph inh CS: diaphorase inhibitors and chemical oxidizers, primary screen, counter-screen for diaphorase-coupled primary assays, biochemical, uHTS, resorufin fluorescence; AID 1217, 2008; diaphorase resazurin-to-resorufin fluorescence, NADH, 16 min; bacterial (C. kluyveri) enzyme, not human; inhibition, % at 20 µM; 190,000 compounds, 0.69% hits;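 active = primary screen inhibition at 20 µM above a set limit, cut at about 50% in these data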;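 note: plate controls were DMSO with full reaction for no effect and wells lacking NADH for full effect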
#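 Test system: Clostridium kluyveri diaphorase enzyme / Quantity: diaphorase at 0.14 U/mL in enzyme working solution / Incubation: 16-min room-temperature incubation before reading / Benchmarks: NADH-free wells as positive control, DMSO-only neutral wells / Signal: resorufin fluorescence 544/590 nm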
# TLR4-MyD88 BLA: inhibitors of TLR4-MyD88 association in cells, primary screen, cell-based, HeLa CL3-4, BLA complementation, FRET ratio; HeLa CL3-4 TLR4/MyD88 BLA complementation; inhibition, % at 8.4 µM; 200,000 compounds, 0.18% hits; in the data active = inhibition above about 25%;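 note: 0% = vehicle and 100% = reference inhibitor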
# Diaphorase act: compounds boosting diaphorase resazurin reduction – biochemical, uHTS, resorufin fluorescence, counter-screen for diaphorase-coupled primary assays, primary screen. activation factor at 20 µM. AID 1229, 2008. 190,000 compounds, 0.005% hits. Diaphorase/resazurin coupled assay, 16 min; hits give high values; 1 = vehicle wells, 0 = NADH-free wells;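 active = diaphorase activity raised at least twofold by the compound at 20 µM; inactive = activation factor below 2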
#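 Test system: Clostridium kluyveri diaphorase, purified enzyme; input: enzyme 0.07 U/mL final; buffer or medium: 50 mM HEPES pH 7.4 with 4.542 mM MgCl2, 0.005% Tween 20; also added: 0.114 mM NADH and 0.1 mM resazurin, final amounts; schedule: 16 min enzyme reaction, ambient temperature; technique: fluorescence of resorufin, 544 nm excitation, 590 nm emission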
# PMI activator: activators of human PMI, primary screen, biochemical, fluorescence intensity, near-Km mannose 6-phosphate; AID 1214, 2008; activation factor at 20 µM; Mannose-6-phosphate isomerase (Homo sapiens), P34949; purified human PMI, coupled resazurin fluorescence, 20 min; hits give high values; 1 = vehicle control, 0 substrate-free wells; 190,000 compounds, 0.005% hits;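 active = activation factor of 2 or more at 20 µM, relative to plate controls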
# Target sequence (P34949 whole entry, looked up): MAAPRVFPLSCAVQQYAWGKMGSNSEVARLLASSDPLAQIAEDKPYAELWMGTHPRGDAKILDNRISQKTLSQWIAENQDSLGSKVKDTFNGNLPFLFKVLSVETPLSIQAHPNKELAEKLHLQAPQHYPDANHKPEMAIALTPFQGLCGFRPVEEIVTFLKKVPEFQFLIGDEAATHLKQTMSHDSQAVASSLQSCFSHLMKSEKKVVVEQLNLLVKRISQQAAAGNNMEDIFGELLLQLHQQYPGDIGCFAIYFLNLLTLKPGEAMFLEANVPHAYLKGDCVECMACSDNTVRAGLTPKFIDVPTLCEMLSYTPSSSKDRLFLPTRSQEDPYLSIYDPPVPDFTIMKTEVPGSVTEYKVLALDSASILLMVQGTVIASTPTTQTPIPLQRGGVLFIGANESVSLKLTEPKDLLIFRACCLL
# S1P3 antag: S1P3 receptor antagonists, primary screen, cell-based; CHO S1P3 NFAT-BLA reporter, FRET fluorescence, antagonist mode; inhibition, % at 4.98 µM; 170,000 compounds, 0.27% hits; AID 485, 2006;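 active = inhibition above the plate cutoff, the mean inhibition of test wells on that plate plus 3 SD, cut at about 28% in these data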;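 note: cells challenged with S1P at its EC80 of 0.8 µM; blue over green emission ratio from cleaved BLA substrate after 4 h stimulation; 0% = S1P-stimulated wells and 100% = unstimulated DMSO-only wells; some compounds past the cut are filed as inactive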
# Target sequence (Q99500 whole entry, looked up): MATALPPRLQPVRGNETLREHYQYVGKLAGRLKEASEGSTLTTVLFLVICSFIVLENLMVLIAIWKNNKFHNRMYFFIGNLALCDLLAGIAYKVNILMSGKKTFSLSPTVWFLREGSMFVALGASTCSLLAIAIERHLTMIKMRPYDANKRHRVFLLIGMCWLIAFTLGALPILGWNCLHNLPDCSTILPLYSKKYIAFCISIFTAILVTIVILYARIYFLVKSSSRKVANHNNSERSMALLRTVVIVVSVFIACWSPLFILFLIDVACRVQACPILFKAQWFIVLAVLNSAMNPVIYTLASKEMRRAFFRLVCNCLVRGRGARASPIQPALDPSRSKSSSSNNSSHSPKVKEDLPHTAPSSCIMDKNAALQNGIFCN
# Lmaj promast: Leishmania major promastigote growth inhibition, primary screen. Leishmania major promastigotes, resazurin fluorescence viability. inhibition, % at 10 µM. 200,000 compounds, 9% hits. AID 1063, 2008;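 note: promastigotes grown with compound for 44 hours at 28 °C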
# G6PDH CS: L. mesenteroides G6PDH inhibitors, counter-screen for G6PDH-coupled screening assays, biochemical, Leuconostoc mesenteroides enzyme. Purified L. mesenteroides G6PDH, diaphorase/resazurin coupled fluorescence, 45 min. inhibition, % at 5 µM. AID 1020, 2008. 200,000 compounds, 0.12% hits. glucose-6-phosphate dehydrogenase [Leuconostoc mesenteroides]
# RAM inhibit: inhibitors of the yeast RAM network, primary screen, dse1pr::URA3 reporter, 5-FOA selection | S. cerevisiae dse1pr::URA3 reporter, 5-FOA growth OD615, 2 d; analog-sensitive cbk1-as2 kinase mutant strain | inhibition, % at 50 µM | 190,000 compounds, 1.8% hits | AID 868, 2007;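 active = inhibition above a set limit, 3 SD over mean compound inhibition, cut at about 8.4% in these data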;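 note: 0% = DMSO-only wells with no growth and 100% = 10 µM 1-NA-PP1 full growth; inhibition rescues growth on 5-FOA so higher OD means more RAM inhibition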
# PMI act satM6P: human PMI activators, high substrate, primary screen, biochemical, fluorescence intensity, near-saturating mannose 6-phosphate; coupled PMI enzyme assay, resazurin fluorescence, 20 min; hits give high values; 1 = untreated enzyme, 0 = substrate-free blank; activation factor at 20 µM; 190,000 compounds, 0.34% hits;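 active = activation factor of 2 or more at 20 µM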
#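 Test system: Human PMI in coupled enzyme assay | Input: 15 ng/mL PMI | Medium: HEPES-buffered pH 7.4 with magnesium and detergent | Compound: One concentration, 20 µM, in 1% DMSO | Incubation: Enzyme reaction with compound 20 min at room temperature | Detection: Diaphorase-driven resazurin-to-resorufin fluorescence, excitation 544, emission 590 nm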
# Redox H2O2 prof: compounds producing H2O2 with reducing agent – biochemical, NIH compound library profiling, artefact control for MLSCN library redox annotation, primary screen | DTT-dependent redox cycling H2O2, phenol red/HRP absorbance; 100% = 100 µM peroxide control, 0% = buffer | activation, % at 10 µM | AID 878, 2007 | 200,000 compounds, 0.03% hits;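 active = activation of at least 50% relative to the plate's high and low controls in the primary single-dose screen; inactive = activation below 50%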;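 note: compound incubated with DTT at 0.8 mM final as the reducing agent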
# Hsp70 act: Hsp70 transcriptional activators, primary screen, cell-based, HeLa, Hsp70 promoter luciferase, luminescence, 10 µM; HeLa Hsp70 promoter luciferase reporter; scaled: vehicle 0, proteasome-inhibitor control 100%; activation, % at 10 µM; 200,000 compounds, 0.04% hits; AID 1203, 2008;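 active = activation above the mean across all tested compounds plus 3 SD, cutoff set per campaign, cut at about 5.5% in these data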;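 note: 100% = MG132 at 30 µM as the positive control and 0% = DMSO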
# * = called active by the depositor; . = not tested or not shown. Cut-off read from the data, not from the text of the source, unless noted: active = inhibition above about 50%; inactive = the rest.
SMILES,Diaph inh CS,TLR4-MyD88 BLA,Diaphorase act,PMI activator,S1P3 antag,Lmaj promast,G6PDH CS,RAM inhibit,PMI act satM6P,Redox H2O2 prof,Hsp70 act
O=C(NCc1ccco1)/C(=C\c1cccs1)NC(=O)c1ccsc1,11.2,4.6,0.9,0.9,-3.5,1.8,3.4,0.0,0.9,0.1,-0.2
COc1cc2nc(C3CCC3)n(NC(=O)C3CCCC(OC)C3)c(=O)c2cc1OC (stereo not drawn),11.0,.,0.9,0.9,0.5,.,11.3,1.9,1,.,.
Cc1cc(Cl)ccc1OCCCC(=O)N1CCN(C)CC1,5.5,-15.9,0.9,1.1,.,24.5,19.3,-1.1,1,-3.2,-0.1
COc1ccc(C)cc1S(=O)(=O)N1CCCC(C(=O)NCC2CCCO2)C1 (stereo not drawn),10.4,-7.6,0.9,0.9,0.1,0.7,-5.7,0.1,1,3.3,-0.2
CC(C)OC(=O)C1CC(C)(O)C(=O)C(C(=O)OC(C)C)C1c1ccc([N+](=O)[O-])cc1 (stereo not drawn),13.8,1.9,0.9,0.9,7.5,12.0,15.1,2.0,1,-2.1,0.0
COCCn1c(C)cc(C(=O)CSc2nc(C)nc3sc4c(c23)CCC4)c1C,.,10.8,.,.,-43.5,-2.3,.,.,.,0.4,-0.4
Cc1c(C(=O)N2CCN(c3ncccn3)CC2)sc2nc3n(c(=O)c12)CCCC3,8.8,-5.9,0.9,1,.,-5.7,0.8,0.5,1,0.0,-0.2
CC(C)N1CCN(c2ccncc2S(=O)(=O)N2CCOCC2)CC1,14.6,4.8,0.9,1,.,10.9,4.9,1.1,1.1,0.2,-0.3
COc1ccc(NC(=O)CCSc2cc(C)c3ccccc3n2)cc1,8.2,-0.7,0.9,1,.,16.6,1.8,0.8,0.9,-3.0,-0.5
COc1ccc(/C=C/C(=O)N2CCC(c3ccccc3)C2)cc1 (stereo not drawn),12.3,-2.5,0.9,1,9.0,36.7,-3.6,-0.5,0.9,0.4,0.1
COc1cc(C2NC(=S)NC(c3ccccc3)=C2C(C)=O)cc(Br)c1OCC(N)=O (stereo not drawn),19.4,-21.7,0.8,1,-3.4,-3.4,0.6,4.2,1.1,-1.9,0.3
Cc1csc(NC(=O)C(NS(=O)(=O)c2ccc(Br)s2)c2ccccc2)n1 (stereo not drawn),18.0,-7.7,0.8,0.9,.,38.4,-4.1,4.7,0.9,0.5,-0.3
Cc1cccc(NC(=O)Nc2ccc(Oc3c(F)c(F)c(F)c(F)c3F)cc2)c1,-1.5,0.8,1,0.9,.,-0.1,8.8,1.1,1,2.4,-0.3
CCOC(=O)CNC1CC(=O)N(c2cccc(Cl)c2)C1=O (stereo not drawn),3.7,0.4,1,0.9,.,-0.3,4.0,3.6,0.9,-1.4,-0.3
CSc1cccc(NC(=O)COc2ccccc2C)c1,9.1,3.7,0.9,1,7.6,-0.5,-4.4,0.9,1,-0.1,-0.3
Cc1ccc(S(=O)(=O)NCC(=O)N2CCN(c3ccccn3)CC2)cc1,1.2,-11.8,1,1,.,-1.0,0.2,4.1,1.1,0.0,-0.3
O=C(O)CCCNC(=O)/C(=C\c1ccc(Cl)cc1)NC(=O)c1ccc(Br)cc1,9.8,-3.9,0.9,0.9,5.8,-4.2,7.4,5.3,0.9,0.0,0.1
CCOc1ccc(N2C(=O)CC(Sc3ccccc3C(=O)O)C2=O)c([N+](=O)[O-])c1 (stereo not drawn),9.6,6.7,0.9,1.1,-17.9,-7.8,0.6,4.2,1.2,0.4,-0.1
COc1ccc(C(=O)/C=C(\N)C(F)(F)F)c(O)c1,6.3,5.3,0.9,1,-24.8,-6.1,-5.4,2.2,1,-0.7,0.3
CCCCC/C(=N\NC(=O)CCC(=O)NCc1ccccc1)c1ccccc1,7.4,-3.9,0.9,1,-7.2,2.4,9.8,0.4,1,0.8,-0.5
CCC(=O)n1nc(-c2ccccc2)nc1N,14.1,-12.7,0.9,0.9,.,-2.7,1.9,0.1,0.9,1.7,0.0
c1ccc(Nc2nc(N3CCCC3)nc(N3CCCC3)n2)cc1,18.3,-10.9,0.8,0.9,.,38.2,-0.4,0.3,1,-1.1,-0.3
O=C(NNC(=O)c1sccc1-n1cccc1)c1ccc(F)cc1,5.2,15.4,0.9,1,-12.3,-7.0,-1.9,0.8,1,-1.4,0.0
C[n+]1ccccc1N1CCN(c2ccccc2Cl)CC1,-1.9,-1.5,1,0.8,-1.3,48.4,12.1,0.7,0.9,0.0,-0.4
COc1cc2c(cc1NC(=S)NC(=O)c1c(OC)cccc1OC)oc1ccccc12,14.0,0.7,0.9,0.9,-8.3,87.9*,-6.6,6.5,0.9,0.1,-0.3
O=C(C1=C(O)/C(=C/c2ccc(O)cc2)CCC1)C(F)(F)F,15.6,-10.5,0.8,1.2,.,56.0*,1.1,-2.0,1.3,-0.3,0.4
Cc1ccc(C)c(NS(=O)(=O)c2cc(C(=O)Nc3cccc(N(C)S(C)(=O)=O)c3)ccc2C)c1,26.3,5.3,0.7,0.8,.,90.4*,-5.7,0.5,0.8,-2.5,0.0
CS(=O)(=O)N1N=C(c2ccco2)CC1c1ccc(Cl)cc1Cl (stereo not drawn),7.5,-7.0,0.9,1,-1.0,3.1,9.3,-0.7,1,0.6,0.4
COC(=O)C1=C(C)N(Cc2ccco2)C(=O)N[C@H]1c1ccccc1,1.6,-5.4,1,1.1,-2.0,-2.8,11.0,1.1,1.1,-0.1,0.1
Cc1ccc(CNC(=O)C(=O)NCC(c2ccco2)N2CCOCC2)cc1 (stereo not drawn),7.4,3.8,0.9,1,4.6,-5.8,-8.2,0.9,1.1,0.2,-0.5

# Some of the entries above in another layout.
smiles	Diaph inh CS	TLR4-MyD88 BLA	Diaphorase act	PMI activator	S1P3 antag	Lmaj promast	G6PDH CS	RAM inhibit	PMI act satM6P	Redox H2O2 prof	Hsp70 act
CCOc1ccc(N2C(=O)CC(Sc3ccccc3C(=O)O)C2=O)c([N+](=O)[O-])c1 (stereo not drawn)	9.6	6.7	0.9	1.1	-17.9	-7.8	0.6	4.2	1.2	0.4	-0.1
COc1ccc(C(=O)/C=C(\N)C(F)(F)F)c(O)c1	6.3	5.3	0.9	1	-24.8	-6.1	-5.4	2.2	1	-0.7	0.3
CCCCC/C(=N\NC(=O)CCC(=O)NCc1ccccc1)c1ccccc1	7.4	-3.9	0.9	1	-7.2	2.4	9.8	0.4	1	0.8	-0.5

# Going on with the list.
SMILES,Diaph inh CS,TLR4-MyD88 BLA,Diaphorase act,PMI activator,S1P3 antag,Lmaj promast,G6PDH CS,RAM inhibit,PMI act satM6P,Redox H2O2 prof,Hsp70 act
C[N+](C)(C)CCN(Cc1ccc(Cl)cc1)c1ccccn1,4.5,2.0,1,1,.,-4.9,6.8,0.5,1.1,1.6,-0.2
C=CCc1cc(Cl)ccc1OCCNCCOC,6.8,-11.8,0.9,1,24.8,95.0*,9.0,2.8,1,-1.2,0.8
O=C(C1CCC(=O)N1Cc1ccccc1Cl)N1CCN(c2ccc(F)cc2)CC1 (stereo not drawn),6.6,-10.8,0.9,1.1,16.7,-2.4,12.2,-0.5,1.1,2.6,-0.5
O=C(c1cnccn1)N(Cc1ccco1)C1(C(=O)NC2CCCC2)CCCCC1,-0.5,16.5,1,1.1,.,-4.3,3.4,-0.7,1.1,0.0,-0.2
Cc1cc(C)c(C#N)c(SCC(=O)Nc2nnc(-c3ccccc3)s2)n1,2.1,8.4,1,1,13.0,-4.2,7.5,1.7,1.1,0.5,-0.6
CC(C)(C)OC(=O)N1CC(O)CC1C(=O)OCC(=O)c1ccccc1 (stereo not drawn),17.5,8.2,0.8,0.9,.,-5.9,6.5,1.7,0.9,0.8,0.0
CCOC(=O)CSc1nc2sc(C)c(C)c2c(=O)n1N,10.7,-15.3,0.9,1,-0.2,3.8,-4.9,2.9,1,-0.1,0.1
O=C(Nc1ccc(Cl)cc1)N1CCc2[nH]c3ccccc3c2C1,23.1,-10.2,0.8,0.9,.,0.5,2.9,4.3,0.9,0.6,0.3
c1ccc(CN(Cc2cccs2)C(c2cccs2)c2nnnn2C2CCCC2)cc1 (stereo not drawn),24.3,-3.9,0.8,0.9,.,89.3*,2.4,4.7,1,-1.5,0.2
Cc1ccc(Cn2ccc(=O)c(Cc3c(Cl)cccc3Cl)c2C)cc1,18.6,1.8,0.8,0.9,.,12.8,5.4,0.4,0.8,1.8,0.0
COc1ccc(CC(=O)N2CC3(C)CC2CC(C)(C)C3)cc1OC (stereo not drawn),-4.3,-4.7,1,1.1,-35.3,18.0,11.9,0.4,1.1,3.4,0.0
Cc1nc2c(C(=O)N3CCOCC3)cnn2c(C)c1Cc1cccc(Cl)c1,11.0,6.2,0.9,1,.,-0.3,3.8,0.6,0.9,2.9,-0.5
COc1ccc(CCNc2oc(COc3ccc(Br)cc3)nc2C#N)cc1OC,28.8,-6.2,0.7,0.9,.,3.1,1.3,10.0*,0.9,1.1,-0.4
CCN(C(=O)c1ccc2c(Cl)c3c(nc2c1)CCC3)c1cccc(C)c1,18.6,-0.6,0.8,1,-1.8,27.8,17.7,-1.3,1,0.8,0.1
Cc1ccc(N2CC(C(=O)Nc3ccc4c(c3)OCCO4)CC2=O)cc1 (stereo not drawn),4.1,6.2,1,1,8.1,-1.5,-0.8,1.8,1,2.7,-0.2

# Rows were taken by chance. Share with any hit: about 12%.
